LGR2 inh – Drosophila LGR2 receptor signaling inhibition; HEK293 LGR2, CRE-luciferase, bursicon-stimulated, 4 h; inhibition, % at 9.99 µM; hit rate 0.35% among 380,000;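 active means drop in luminescence signal, shown as inhibition above about 50% in the replicate tests, limit read from the data, passing the limit was not always enough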;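 further: agonist challenge used bursicon conditioned medium at about half maximal strength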
C2C12 statin – suppression of simvastatin myotoxicity; C2C12 myotubes + simvastatin, ATP luminescence, 48 h; scaled: DMSO 0, geranylgeraniol control 100; rescue of ATP level, % at 7.49 µM; hit rate 0.78% among 330,000; AID 602340;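 active means mean ATP rescue above about 67%, or every replicate alone reaching that limit, limit read from the data, passing the limit was not always enough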;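 further: myotubes were challenged with 10 µM simvastatin during compound exposure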
esBAF inh – inhibitors of esBAF chromatin remodeling in mouse ES cells | Bmi1-luciferase knock-in reporter, 24 h; 100% = twice the neutral-well signal | reporter increase, % at 12.5 µM | hit rate 2% among 350,000 | AID 602393; in the data active means activation above about 40%;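 further: 0% = median of the plate's neutral control wells and 100% = double that signal; a rise in the Bmi1 reporter signal indicates esBAF inhibition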
SIRT5 inh – blocks human SIRT5 desuccinylation of peptide; Q9NXA8; Purified SirT5, succinyl-peptide AMC, trypsin-coupled fluorescence; inhibition, % at 15 µM; hit rate 1.1% among 330,000; AID 652115; in the data active means inhibition above about 15%
Target sequence (Q9NXA8 whole entry, looked up): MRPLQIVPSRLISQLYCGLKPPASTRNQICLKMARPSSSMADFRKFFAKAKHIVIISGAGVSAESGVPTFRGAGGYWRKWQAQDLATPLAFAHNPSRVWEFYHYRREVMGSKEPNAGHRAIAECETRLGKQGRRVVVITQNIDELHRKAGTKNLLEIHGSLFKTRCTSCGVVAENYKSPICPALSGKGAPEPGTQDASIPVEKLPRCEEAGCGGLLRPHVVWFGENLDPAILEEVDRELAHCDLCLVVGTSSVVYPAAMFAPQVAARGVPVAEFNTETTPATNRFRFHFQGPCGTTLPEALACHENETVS
Casp6 inh – blocks human caspase-6 cleavage activity | P55212 | purified caspase-6, Z-VEID-R110 cleavage fluorescence | inhibition, % at 12.5 µM | hit rate 0.53% among 350,000 | AID 686996;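 active means mean inhibition across replicates at least about 35%, with every replicate also reaching that limit, limit read from the data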;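 further: 0% = median of neutral control wells and 100% = no fluorescence left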
Target sequence (P55212 24-179 limits assumed): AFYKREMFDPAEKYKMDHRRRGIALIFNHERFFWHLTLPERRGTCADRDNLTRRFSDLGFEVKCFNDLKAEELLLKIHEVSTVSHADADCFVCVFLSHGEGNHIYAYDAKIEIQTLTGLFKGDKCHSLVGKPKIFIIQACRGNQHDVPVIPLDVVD
Target sequence (P55212 194-293 limits assumed): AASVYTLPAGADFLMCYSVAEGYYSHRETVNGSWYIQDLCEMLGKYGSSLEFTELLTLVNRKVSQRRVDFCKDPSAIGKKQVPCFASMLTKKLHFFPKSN
S100A4 inh HTS – inhibitors of human S100A4 binding to myosin IIA peptide | P26447 | S100A4/TAMRA-MyoIIA peptide fluorescence polarization | inhibition, % at 10.7 µM | hit rate 0.14% among 360,000;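 active means mean inhibition of at least 70% across replicates, with every replicate also reaching that level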
Target sequence (P26447 whole entry, looked up): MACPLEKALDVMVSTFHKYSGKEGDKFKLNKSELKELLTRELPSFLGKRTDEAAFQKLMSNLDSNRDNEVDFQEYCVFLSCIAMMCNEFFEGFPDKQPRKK
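Material: S100A4 monomer protein / Buffer or medium: 50 mM HEPES pH 7.2, 10 mM CaCl2, 100 mM KCl / Times: 5 min incubation before reading / Benchmarks: neutral control DMSO, positive control TFP / Reagent: labelled myosin peptide probe, 5 nM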
FN deposit inh – fibronectin deposition inhibition | AH1F fibroblasts, Alexa488-fibronectin deposition fluorescence, overnight | inhibition, % at 12.6 µM | hit rate 0.086% among 350,000 | AID 743247;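 active means mean inhibition across replicates of 30% or more, regardless of how many single replicates reach that level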;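 further: positive control wells lacked labelled fibronectin entirely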
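test system = AH1F fibroblasts assembling fluorescent fibronectin matrix | quantity = 10000 AH1F cells per well | buffer or medium = DMEM plus 2% serum, read in PBS | doses = single dose, pinned | incubation = 1 h cell attachment, overnight exposure to compound and label | detection = fluorescence at 485 nm excitation, 525 nm emission | read-out basis = inhibition from reduced deposited-fibronectin fluorescence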
Starred values were filed as active, the others as inactive; & = joins results of further samples.

For CCN(CC)C(=O)CC(c1ccc(OC)cc1)c1c(O)cc(OC)cc1OC (stereo not drawn) the results were LGR2 inh 10.6, C2C12 statin 4.3, esBAF inh -0.1, SIRT5 inh 4.7, Casp6 inh -4.5, S100A4 inh HTS 19.5 and FN deposit inh 1.0.
Cn1c(N)c(C(=O)c2ccc(Cl)cc2)c(=O)n(C)c1=O was read as LGR2 inh -6.2, SIRT5 inh 6.5, Casp6 inh -2.9, S100A4 inh HTS -1.9 and FN deposit inh -6.1.
For COc1nc2ccccc2nc1N1CCN(Cc2ccc3c(c2)OCO3)CC1 the results were LGR2 inh -29.7, C2C12 statin 15.0, esBAF inh 2.0, SIRT5 inh -1.3, Casp6 inh 0.7, S100A4 inh HTS -4.0 and FN deposit inh -3.7.
CC(=O)N(C)C[C@H]1OCc2ccccc2-c2c(n(C)c3ccccc23)C(=O)N([C@H](C)CO)C[C@@H]1C was read as LGR2 inh 21.7, esBAF inh -3.9, SIRT5 inh 9.7, Casp6 inh -1.3, S100A4 inh HTS 4.9 and FN deposit inh -5.6.
O=C(CNC(=O)Cc1ccccc1)NCC(=O)OCC(=O)c1ccccc1Cl was read as LGR2 inh -13.7, C2C12 statin 21.9, esBAF inh -0.5, SIRT5 inh -7.1, Casp6 inh -4.4 and S100A4 inh HTS 3.9.
COC(=O)[C@]12C[C@H](CC(=O)NCc3ccc(C)o3)C(=O)N(CCC3=CCCCC3)C1=C[C@H](COCc1ccccc1)O[C@@H]2C was read as LGR2 inh 5.0, Casp6 inh -3.2, S100A4 inh HTS -3.0 and FN deposit inh 13.2.
For O=C(NC1CCC1)[C@@H]1[C@@H](CO)[C@@H]2Cn3c(ccc(-c4ccccc4)c3=O)[C@@H]2N1CC1CC1 the results were LGR2 inh -3.6, SIRT5 inh -4.6, Casp6 inh -1.0 and S100A4 inh HTS 11.1.
For C[C@H]1CN([C@@H](C)CO)C(=O)CCCn2cc(nn2)CO[C@@H]1CN(C)C(=O)C1CC1 the results were LGR2 inh 0.6&5.1, C2C12 statin 3.8&3.9, esBAF inh -2.0&4.5, SIRT5 inh 1.0&-0.6, Casp6 inh 1.6&-0.4, S100A4 inh HTS -1.8&4.3 and FN deposit inh -2.5&-0.6.
Screening N#Cc1ccccc1CSc1nc(N)cc(N)n1 returned LGR2 inh 1.7, C2C12 statin 2.9, esBAF inh 2.3, SIRT5 inh -7.2, Casp6 inh 0.7, S100A4 inh HTS -2.2 and FN deposit inh -1.4.
`CC(C)CN(CC(C)C)S(=O)(=O)N1CCC(C(=O)NCCN2CCOCC2)CC1` gave LGR2 inh 21.3, C2C12 statin 5.1 and esBAF inh -4.7.
For C=CCC[C@@H](Cc1ccc(F)cc1)C(=O)OC[C@H](Cc1c[nH]c2ccccc12)NC(=O)[C@@H](CC=C)CC(=O)NCCO the results were C2C12 statin 3.5, esBAF inh -4.4, SIRT5 inh -1.3, Casp6 inh -0.9, S100A4 inh HTS -2.1 and FN deposit inh -4.4.
`O=C([C@@H]1[C@@H](CO)[C@@H]2Cn3c(ccc(C4=CCCCC4)c3=O)[C@@H]2N1Cc1nccs1)N1CCOCC1` gave LGR2 inh -0.9, C2C12 statin -18.9, esBAF inh 0.7, SIRT5 inh -13.7, Casp6 inh 0.1 and S100A4 inh HTS -0.2.
`CCOCCCNC(=O)CCS(=O)(=O)Cc1ccc(C)cc1` gave LGR2 inh 10.5, C2C12 statin 7.2, esBAF inh 2.3, SIRT5 inh 0.3, Casp6 inh 0.2 and S100A4 inh HTS 1.3.
COc1ccc2c(C)cc(=O)oc2c1OCC(O)CN1CCOCC1 (stereo not drawn) was read as LGR2 inh -0.4, SIRT5 inh -4.3, Casp6 inh -1.8, S100A4 inh HTS -2.9 and FN deposit inh -5.4.
Screening CCCC(=O)Nc1ccc2c(c1)C(=O)N(C)C[C@H](OC)[C@@H](C)CN(CCc1ccccc1)[C@H](C)CO2 returned LGR2 inh -0.7, C2C12 statin 16.6, esBAF inh 1.5, SIRT5 inh 3.2, Casp6 inh 2.5, S100A4 inh HTS -21.8 and FN deposit inh -1.2.
CCOc1cc(C(=O)N2CCN(c3ccc(C(C)=O)cc3)CC2)cc(OCC)c1OCC was read as LGR2 inh -0.2, C2C12 statin -5.5, esBAF inh 6.4, SIRT5 inh -2.7, Casp6 inh -0.8 and S100A4 inh HTS 4.5.
Screening Cc1ccc(S(=O)(=O)NCC(=O)OC(C)C(=O)NCc2ccc3c(c2)OCO3)cc1 (stereo not drawn) returned LGR2 inh 12.9, C2C12 statin -0.4, esBAF inh -7.3, SIRT5 inh -8.0, Casp6 inh -21.2, S100A4 inh HTS -6.0 and FN deposit inh 5.4.
O=C(COC(=O)C12CC3CC(CC(C3)C1)C2)NCc1ccccc1 was read as LGR2 inh 0.4, C2C12 statin -8.1, esBAF inh -1.4, SIRT5 inh -2.9, Casp6 inh 0.7, S100A4 inh HTS 0.6 and FN deposit inh -3.5.
`CC(C)(C)c1ccc(SCCc2ccncc2)cc1` gave LGR2 inh -9.0, C2C12 statin -4.4, esBAF inh -4.0, SIRT5 inh -3.3, Casp6 inh -2.1, S100A4 inh HTS -5.4 and FN deposit inh -4.7.
Screening O=C(CNC(=O)c1ccc(OC(F)F)cc1)NCC1CCCO1 (stereo not drawn) returned LGR2 inh 12.7, C2C12 statin 13.6, esBAF inh -0.4, SIRT5 inh -7.6, Casp6 inh 0.8 and S100A4 inh HTS 3.5.
Cc1ccc(S(=O)(=O)N2CCN(c3c([N+](=O)[O-])cc(C(F)(F)F)cc3[N+](=O)[O-])CC2)cc1 was read as LGR2 inh 7.4, SIRT5 inh 1.0, Casp6 inh -1.4, S100A4 inh HTS 1.1 and FN deposit inh -4.7.
`C/C=C/C(=O)OCC(=O)Nc1c(Cl)cccc1Cl` gave C2C12 statin 13.3, esBAF inh -6.0 and FN deposit inh -1.2.
CC(C)(C)OC(=O)N/N=C/c1ccc(Br)cc1 was read as LGR2 inh -91.3, SIRT5 inh -2.9, Casp6 inh -5.3, S100A4 inh HTS -1.6 and FN deposit inh 3.9.
`COc1cccc(-c2ccc(SCC(=O)NC3CCCCC3)nn2)c1` gave LGR2 inh 9.4, C2C12 statin 7.9, esBAF inh 26.6, SIRT5 inh -0.7, Casp6 inh -4.2, S100A4 inh HTS 2.5 and FN deposit inh -2.5.

An excerpt from above in order of formula weight, descending:
Screening Cc1ccc(S(=O)(=O)NCC(=O)OC(C)C(=O)NCc2ccc3c(c2)OCO3)cc1 (stereo not drawn) returned LGR2 inh 12.9, C2C12 statin -0.4, esBAF inh -7.3, SIRT5 inh -8.0, Casp6 inh -21.2, S100A4 inh HTS -6.0 and FN deposit inh 5.4.
COc1ccc2c(C)cc(=O)oc2c1OCC(O)CN1CCOCC1 (stereo not drawn) was read as LGR2 inh -0.4, SIRT5 inh -4.3, Casp6 inh -1.8, S100A4 inh HTS -2.9 and FN deposit inh -5.4.
CC(C)(C)OC(=O)N/N=C/c1ccc(Br)cc1 was read as LGR2 inh -91.3, SIRT5 inh -2.9, Casp6 inh -5.3, S100A4 inh HTS -1.6 and FN deposit inh 3.9.

(continued)
`C/C=C/c1ccc([C@H]2[C@@H](CNC(=O)NC(C)C)N(C(=O)C3CCC3)[C@H]2CO)cc1` gave LGR2 inh 13.1, C2C12 statin -6.4 and esBAF inh 7.4.
For O=C(N[C@@H]1CC[C@H](CCNS(=O)(=O)c2ccccc2)O[C@H]1CO)c1cccnc1 the results were LGR2 inh 13.2, C2C12 statin 0.8, esBAF inh 4.7, SIRT5 inh -2.7, Casp6 inh -5.1 and S100A4 inh HTS -5.8.
Screening Cc1cccc(NC(=O)CNC(=O)C(NC(=O)Cc2ccccc2)C(C)C)c1C (stereo not drawn) returned LGR2 inh 2.3, C2C12 statin 2.4, esBAF inh 5.4, SIRT5 inh -1.0, Casp6 inh 2.2, S100A4 inh HTS -6.7 and FN deposit inh -8.4.
`COc1cccc(S(=O)(=O)N(C)C[C@H]2Oc3cc(C#CCN(C)C)ccc3S(=O)(=O)N([C@H](C)CO)C[C@H]2C)c1` gave LGR2 inh -12.0, C2C12 statin -21.4, esBAF inh -2.0, SIRT5 inh 2.3, Casp6 inh -1.7 and S100A4 inh HTS 1.6.
CCN(CC)CCCNc1nc(CN2CCOCC2)nc2sc3c(c12)CCC3 was read as SIRT5 inh -1.7, Casp6 inh -10.8 and S100A4 inh HTS 0.7.
O=C(Nc1ccc2c(c1)OCCO2)C(c1ccnc2ccccc12)N1CCN(C/C=C/c2ccccc2)CC1 (stereo not drawn) was read as LGR2 inh 10.6, C2C12 statin 7.8, esBAF inh -0.3, SIRT5 inh -0.3, Casp6 inh -4.7, S100A4 inh HTS -3.3 and FN deposit inh 3.0.
CN(Cc1ccccc1)C(=O)c1ccc(NC(=O)Cc2ccc(NC(=O)C3CCCN(C(=O)c4ccccc4)C3)cc2)cc1 (stereo not drawn) was read as LGR2 inh -0.6, C2C12 statin 11.2, esBAF inh 3.6, SIRT5 inh -2.0, Casp6 inh -1.1, S100A4 inh HTS -3.7 and FN deposit inh 1.8.
`CN(Cc1ccccc1)C(=O)c1cccc(NC(=O)Cc2ccc(NC(=O)C3CCCN(C(=O)C4CCCC4)C3)cc2)c1` (stereo not drawn) gave LGR2 inh 2.2, C2C12 statin 1.5, esBAF inh 1.3, SIRT5 inh 0.0, Casp6 inh -1.7, S100A4 inh HTS -15.8 and FN deposit inh 2.8.
For C=CCOc1ccc(C(=O)Nc2ncn[nH]2)cc1 the results were LGR2 inh -28.4, C2C12 statin 11.6, esBAF inh 15.3, SIRT5 inh -4.4, Casp6 inh -4.1, S100A4 inh HTS 3.4 and FN deposit inh -2.5.
CCOC1=C2[C@@H](CN(S(=O)(=O)c3ccccc3C)[C@H]2c2ccc(Cl)cc2)[C@H]2C(=O)NC(=O)[C@H]2C1 was read as LGR2 inh 6.1, C2C12 statin 0.3, esBAF inh -2.9, SIRT5 inh -0.9, Casp6 inh 8.2, S100A4 inh HTS -0.4 and FN deposit inh 2.6.
`CC(C)CNC(=O)c1cccc(NC(=O)CCc2ccccc2)c1` gave LGR2 inh -16.5, C2C12 statin 0.0, esBAF inh 2.6, SIRT5 inh -5.5, Casp6 inh -1.3, S100A4 inh HTS 4.2 and FN deposit inh -9.1.
`O=S(=O)(NCc1ccccc1)NCc1ccccc1F` gave LGR2 inh 12.5, C2C12 statin 8.7, esBAF inh -11.6, SIRT5 inh -2.0, Casp6 inh 0.3 and S100A4 inh HTS 5.8.
`CSc1ncnc2c1ncn2CCCNCc1ccco1` gave LGR2 inh -1.4, C2C12 statin 9.0, esBAF inh 6.8, SIRT5 inh 10.2, Casp6 inh -5.5 and S100A4 inh HTS 0.5.
For CCOC(=O)C1=C(C)NC2=C(C(=O)c3ccccc32)C1c1cccc2ccccc12 (stereo not drawn) the results were LGR2 inh 6.1, C2C12 statin -52.0, esBAF inh 0.0, SIRT5 inh -2.5, Casp6 inh -2.5, S100A4 inh HTS 5.0 and FN deposit inh -30.7.
`CCC1(c2ccccc2)NC(=O)N(CC(=O)Nc2cccc(S(=O)(=O)N3CCCC3)c2)C1=O` (stereo not drawn) gave LGR2 inh -2.9, C2C12 statin 11.5, esBAF inh 5.0, SIRT5 inh -1.3, Casp6 inh 0.3, S100A4 inh HTS -7.0 and FN deposit inh 2.7.
`Cc1ccc(NC(=O)NCc2ccc3c(c2)OCO3)cc1` gave LGR2 inh -28.8, C2C12 statin 29.3 and esBAF inh 19.7.
`CCCOc1ccc(C2=CC(=O)C[C@H](c3ccc(OC)cc3)C2)cc1` gave LGR2 inh -18.7, C2C12 statin -0.8, esBAF inh 16.3, S100A4 inh HTS -9.1 and FN deposit inh -5.4.
CC(=O)N(Cc1ccccc1)Cc1nc2sc(C)c(C)c2c(=O)[nH]1 was read as LGR2 inh -12.6, C2C12 statin 2.4, esBAF inh 3.0, SIRT5 inh 0.4, Casp6 inh 0.6, S100A4 inh HTS 2.0 and FN deposit inh 3.4.

Screening data deposited in PubChem by Broad Institute.

Some of the compounds tested (hit frequency here may not be typical).
